Assay outcomes (PubChem BioAssay)
NCI-60 one-dose screen, 48 h, at 10 µM unless noted. Numbers give growth in % (100 = growth as untreated, 0 = no growth, -100 = all killed).
SW-620 – SW-620 colon cancer. 82,000 tested, 5.2% active. AID 1794795
HCC-2998 – HCC-2998 colon cancer; 79,000 tested, 4.7% active
KM12 – KM12 colon cancer cells; 82,000 tested, 5% active
HCT-15 – HCT-15 colon cancer; 82,000 tested, 5.2% active; AID 1794746
COLO 205 – COLO 205 colon cancer; 79,000 tested, 7.3% active
HCT-116 – HCT-116 colon cancer | 82,000 tested, 7.3% active | AID 1794798
HT29 – HT29 colon cancer | 81,000 tested, 7.4% active
NCI-H322M – NCI-H322M lung cancer; 80,000 tested, 2.7% active
SNB-75 – SNB-75 CNS cancer; 79,000 tested, 5% active; AID 1794750
An asterisk follows results filed as active; nt = not tested or not shown; & = joins results of further samples; ! = a repeat was not active; [ ] = dose if it differs, or a comment. Rule for the calls: active = growth percent below 10; inactive = the rest.

SMILES	SW-620	HCC-2998	KM12	HCT-15	COLO 205	HCT-116	HT29	NCI-H322M	SNB-75
CC(=O)OC(OC(C)=O)C(CSC#N)SC#N (configuration not stated)	115	115	104	98	nt	96	97	98	85
Clc1nc2ccccc2nc1CI	36	117	104	75	120	23	117	90	89
c1ccc(Cn2cc3c(c2)-c2ncncc2CC3)cc1	102	121	110	106	127	108	119	141	119
O=C(c1ccc(O)cc1)C1[C@H](c2ccccc2Br)[C@@H](c2ccccc2)NC12C(=O)Nc1ccc(Br)cc12 (some centres not stated)	51	-14*	18	37	30	62	27	56	31
COc1cc(/C=C/C(=O)c2ccc(NC(=O)CSc3nnc(-c4cc(OC)c(OC)c(OC)c4)o3)cc2)cc(OC)c1OC	105	103	88	80	115	66	102	98	75
CN1CCC(=O)N1	109	116	108	107	117	101	107	97	98
CCCCOC(=O)CSC#N	99	99	108	100	104	103	109	93	94
O=C(NCc1ccccc1)C(O)C(Cc1ccccc1)N(Cc1ccccc1)Cc1ccccc1 (configuration not stated)	84	101	77	72	90	60	84	89	80
COc1cc(NC(=O)c2ccc(C)cc2)ccc1C(=O)NC(=S)Nc1ccc(C(=O)O)cc1	109	103	105	100	101	103	105	89	77
CCCNC(=O)Oc1ccc(/C(=C(\C)c2ccccc2)c2ccc(OCCN(CC)CC)cc2)cc1	78	94	72	14	81	61	13	95	nt
CCCCC(CC)CNc1ncnc2[nH]ncc12 (configuration not stated)	98	116	99	98	109	101	110	112	87
CC(=O)Nc1ccc(N2C(=O)CSC23C(=O)Nc2ccccc23)cc1 (configuration not stated)	103	96	112	94	98	93	96	86	91
CCCCCSc1nc(N)nc2nc[nH]c12	114	106	112	105	98	107	106	113	101
O=S(=O)(O)c1ccc2c3c(ccc(Cl)c13)CC2	109	100	96	105	99	80	101	93	82
O=C1CC2CC=CCN2C=C1NC(=O)c1ccccc1 (configuration not stated)	105	108	107	99	100	92	86	117	96
CN(C)C1=NC(=O)C(c2c[nH]c3ccccc23)=N1	103	108	101	104	104	100	113	90	94
O=C(Nc1cccc(C2=NCCN2)c1)c1ccc(C(=O)Nc2cccc(C3=NCCN3)c2)cc1	105	104	107	106	105	102	96	107	102
NC1=NC(c2ccc(Cl)cc2)c2c(n[nH]c2N)N1 (configuration not stated)	99	113	100	101	106	99	93	104	101
Cn1cnc([N+](=O)[O-])c1/C=C1\Oc2ccc(Cl)cc2C1=O	72	97	83	78	100	22	78	91	84
C(CCN1CCOCC1)CN1CCOCC1	103	103	nt	98	109	107	98	101	96

Laid out differently: entries from further up
Results follow in this order: SW-620 | HCC-2998 | KM12 | HCT-15 | COLO 205 | HCT-116 | HT29 | NCI-H322M | SNB-75
CCCCOC(=O)CSC#N
 : 99 | 99 | 108 | 100 | 104 | 103 | 109 | 93 | 94
O=C(NCc1ccccc1)C(O)C(Cc1ccccc1)N(Cc1ccccc1)Cc1ccccc1 (configuration not stated)
 : 84 | 101 | 77 | 72 | 90 | 60 | 84 | 89 | 80

Other records.
SMILES	SW-620	HCC-2998	KM12	HCT-15	COLO 205	HCT-116	HT29	NCI-H322M	SNB-75
CC1(C)Oc2cc3oc(=O)ccc3cc2C[C@@H]1OCCOS(=O)(=O)Cc1ccccc1	100	108	97	102	113	109	nt	100	95
O=C(CCN1CCCC1)Nc1ccc2c(NCc3ccccc3)c3ccccc3nc2c1	-20*	-37*	-2.0*	21	-42*	-16*	3.9*	-0.9*	-15*
c1ccc(CNc2ccccc2)cc1	99&102	99&111	108&110	110&105	109&120	96&98	105&99	124&102	97&86
O=C(N/N=C/c1ccc(OC(F)F)c(OC2CCCC2)c1)c1cnn2c1NC(c1ccccc1)C2 (configuration not stated)	78	111	55	51	nt	67	82	93	58
O=[N+]([O-])c1cccnc1Oc1cccnc1	112	108	116	105	132	110	107	115	90
COc1ccc(C2CC(c3cnccn3)=NN2C(C)=O)cc1OC (configuration not stated)	106	103	104	104	nt	85	79	94	95
CCCN1CC(c2ccc(OC)c(OC)c2)=C(c2cn(C)c3ccccc23)C1=O	69	86	59	25	51	35	56	88	51
COc1ccc(/C(C)=C(\c2ccc(Cl)cc2)c2ccc(OCCN3CCCC3)cc2)cc1	25	87	24	8.0*	-30*	24	-18*	50	91
CCCCCCNc1cc(C)nc2ccc(OC)cc12	69	48	66	61	nt	28	20	67	89
COc1ccc2nc(-c3cc(-c4ccc5c(c4)OCO5)n[nH]3)[nH]c2c1	87	96	42	66	87	84	84	92	48
Oc1ccc(CCc2ccccn2)cc1	102	109	104	104	109	116	104	nt	98
CN(C)Cc1cc(C(C)(C)CC(C)(C)C)ccc1O	109	96	104	79	97	89	100	100	80
CNS(=O)(=O)c1ccc(C)cc1C	99	102	107	103	110	101	100	107	109
O=C1/C(=C/c2ccc(Cl)cc2)Cc2ccccc21	98	104	96	99	100	85	83	97	101
NS(=O)(=O)c1ccc(Nc2nc(Nc3ccccc3)nc(N3N=C(c4ccc(Cl)cc4)CC3c3ccc([N+](=O)[O-])cc3)n2)cc1 (configuration not stated)	109	97	82	91	77	72	92	99	93
Oc1ccccc1C=Nc1ccccc1N=Cc1ccccc1O.[Cu+2]	83	74	45	56	84	58	nt	51	48
O=C(c1cc2ccccc2o1)c1nn(-c2ccccc2)c2nc3nc(-c4cc5ccccc5o4)cc(-c4c[nH]c5ccccc45)c3c(=O)n12	97	105	101	109	132	82	112	92	89
COc1ccc2[nH]cc(CCNC(=O)CN3C(=O)/C(=C/c4ccco4)SC3=S)c2c1	107	111	103	105	126	105	117	115	88
CCOC(=O)C1=CN(C)C=C(C(=O)OCC)C1c1cc(Br)c(OCC)c(OC)c1	49	-17*	48	15	-60*	44	7.5*	99	44
C#CCOc1ccc(/C=N/Nc2nc(-c3ccc(OC)cc3)cs2)cc1OCC#C	99	109	86	62	93	60	80	100	92
NNc1nc(N2Cc3ccccc3C2=O)n[nH]1	106	111	107	104	116	104	114	103	94
COc1ccc(CN2C(=O)/C(=C\c3cc(OC)c(OC)c(OC)c3)c3cc(OC)ccc32)cc1	-64*	74	-86*	-37*	-46*	-80*	-25*	8.3*	28
COCn1ccnc1C(=O)c1ccco1	103	103	105	103	106	103	97	106	82
COc1ccc(C/C(C)=C(/c2ccc(OCCN3CCOCC3)cc2)c2ccc(OC(=O)NCc3ccccc3)cc2)cc1	104	104	99	82	106	84	93	99	84
CCOC(=O)C(Cc1ccc(O)cc1)NC(=O)C(CCCCN)N(C(=O)OCc1ccccc1)C(=O)OCc1ccccc1 (configuration not stated)	105	111	104	100	101	100	113	92	98
Nc1n[nH]c2ccc([C@@H]3Nc4cc5[nH]ncc5cc4[C@H]4C5CCC(C5)[C@@H]34)cc12 (some centres not stated)	22	18	16	14	-12*	8.9*	6.6*	43	-9.9*
CCCCCCCCCCCCCCCC1=NCC[N+]1(CCO)CCO	58	82	nt	32	83	12	12	85	47
CCOC(=O)CC(C)Cc1ccc2c(c1)OCO2 (configuration not stated)	99	109	100	109	103	94	97	nt	90
COc1ccc(-c2nnc3c(/C=C/c4cccc([N+](=O)[O-])c4)nc4ccccc4n23)cc1	104	113	96	101	104	99	108	96	92
Cn1cc(-c2ccc3nc(-c4ccc(CC(=O)ONc5cc(C(C)(C)C)on5)cc4)cnc3c2)cn1	41	42	11	16	51	17	40	23	37
CC1=C(CCC(C)N)C(C)(C)CCC1 (configuration not stated)	104	92	95	98	93	96	75	88	68
COc1ccc([C@@H]2c3[nH]c4ccccc4c3C[C@@H]3C(=O)N(C4CCN(Cc5c(Cl)cccc5Cl)CC4)CC(=O)N23)c(OC)c1	103[6.25 µM]	89[6.25 µM]	101[6.25 µM]	91[6.25 µM]	109[6.25 µM]	97[6.25 µM]	105[6.25 µM]	92[6.25 µM]	99[6.25 µM]
O=c1cc(Cn2cc(CSc3nc4ccccc4o3)nn2)c2ccc3ccccc3c2o1	105	101	119	103	112	102	119	106	103
COc1ccc(C(=O)CC#N)cc1	107	112	108	112	117	106	126	120	96
O=S(=O)(CCS(=O)(=O)c1ccccc1)c1ccccc1	99	103	107	98	113	98	106	103	94
Cc1cccc(CNc2nc(N)nc3[nH]c4ccc(O)cc4c23)c1	112	93	103	106	119	97	108	106	nt
COc1ccc(OC2=CC(=O)c3ccc(C)nc3C2=O)cc1	95	102	81	76	nt	74	102	102	53
C=C(C)[C@@H]1CC[C@]2(C(=O)OC)CC[C@]3(C)[C@H](CC[C@@H]4[C@@]5(C)C/C(=C/c6cc(OC)cc(OC)c6)C(=O)C(C)(C)[C@@H]5CC[C@]43C)[C@@H]12	97	100	98	96	101	85	100	96	85
Cc1ccc(-c2nc3ccc(Cl)cc3c(=O)n2N2C(=O)CSC2c2ccccc2Cl)cc1 (configuration not stated)	78	93	82	87	67	53	84	87	36
CCC(C)(C)OC(=O)c1ccc([N+](=O)[O-])cc1	106	115	103	104	112	104	110	131	102
C=CCn1ccc(=O)nc1SC	103	103	104	110	106	112	98	111	91
OC(CN1CCCCC1)c1ccc(I)cc1 (configuration not stated)	109	103	109	116	120	116	110	111	106
Oc1cccc2ccc(-c3n[nH]c(=S)n3-c3ccccc3)nc12	105	113	97	97	107	102	109	101	108
CNC(=O)c1ccc(Cl)c(Cl)c1	94	103	114	110	107	101	102	120	114
O=S(=O)(O)c1ccc(N=Nc2ccc(O)cc2O)cc1	100	122	113	116	108	90	104	105	89
O=C(NNS(=O)(=O)c1ccccc1)c1cc2c([nH]c3ccccc32)c(-c2cccc(O)c2)n1	82	81	49	63	70	63	85	71	55
Cc1ccc(-c2csc(NC(=O)c3cc(-c4ccc(Cl)cc4)nc4ccc(Cl)cc34)n2)cc1	95	99	86	85	89	67	71	87	98
COc1ccc2c(c1)c(-c1nc(N)nnc1-c1c[nH]c3ccc(Br)cc13)cn2C	58	96	49	58	86	59	52	94	77
COc1cc2c(c3c1OCO3)C(c1ccc3c(c1)OCO3)=NC(C)C2 (configuration not stated)	90	103	102	100	110	83	77	97	100
Cc1ccc(C(=O)NNC(=O)N2c3ccccc3C=Cc3ccccc32)cc1	105	105	104	107	112	105	106	100	nt
CN(Cc1ccccc1)c1nc(Cl)c(C2CC(c3ccc(Cl)cc3)=NN2c2cc(Cl)cc(Cl)c2)s1 (configuration not stated)	99	91	103	99	105	89	93	102	90
CCOC(=O)N1CC=CC1	98	109	107	102	115	107	104	103	84
NC(N)=NC(N)=Nc1ccccc1-c1ccccc1	107	105	107	108	125	102	112	105	97
Cc1ccc(C)c(-n2nnc3ccccc3c2=O)c1	106	106	115	107	124	100	105	105	99
COc1ccc(-n2nnc(N)c2-c2cc(OC)c(OC)c(OC)c2)cc1	97	101	79	83	108	92	98	95	69
CCCN1CCC(=O)NC1=S	112&105	109&109	113&109	105&101	114&107	109	109&107	119&109	100&100
O=C(Nc1nc(-c2cccnc2)nc2c1sc(=S)n2-c1ccccc1)C(F)(F)F	101	103	98	98	99	54	64	102	43
COc1ccc(Cn2cc(C#N)c(N)c2C(C)=O)c(OC)c1	106	106	106	102	125	99	117	103	111
O=C1/C(=C/c2ccccc2[N+](=O)[O-])Cc2ccccc21	-45*	106&85	32&52	5.0*	-75*!	-25*	-37*	71&65	44&41
CN(C)c1ccc(/C=C2\c3ccccc3-c3ccc(N=Cc4ccccc4)cc32)cc1	94	101	80	94	98	72	85	87	85

Carrying on:
SMILES	SW-620	HCC-2998	KM12	HCT-15	COLO 205	HCT-116	HT29	NCI-H322M	SNB-75
CN1C(=O)N(C)C2Nn3c(s/c(=C\c4cccnc4)c3=O)=NC21 (configuration not stated)	103	107	106	101	108	97	107	98	nt
CCN1C(=O)N(c2ccccc2)C2Nn3c(s/c(=C4\C(=O)N(C(C)C)c5ccccc54)c3=O)=NC21 (configuration not stated)	99	112	105	108	111	105	105	108	nt
CC1(O)c2cccc(Sc3ccccc3)c2C(C)(O)c2c(Sc3ccccc3)cccc21 (configuration not stated)	68	94	85	51	91	81	67	83	82
CCOC(=O)c1c2c(n3ccccc13)C(=O)c1ncccc1C2=O	22	38	24	22	21	0.6*	48	11	34
Cc1ccc2c(ccc3ccccc32)n1	104&96	105&105	100&102	103&98	113&128	94&97	90&109	110&107	84&94
COc1ccc(C2=NNC(=O)C3(CCCCC3)C2)cc1	98	113	100	109	100	94	94	102	113

An excerpt of the results above, as a working copy:
SMILES	SW-620	HCC-2998	KM12	HCT-15	COLO 205	HCT-116	HT29	NCI-H322M	SNB-75
CN(C)c1ccc(/C=C2\c3ccccc3-c3ccc(N=Cc4ccccc4)cc32)cc1	94	101	80	94	98	72	85	87	85
CN1C(=O)N(C)C2Nn3c(s/c(=C\c4cccnc4)c3=O)=NC21 (configuration not stated)	103	107	106	101	108	97	107	98	nt
CCN1C(=O)N(c2ccccc2)C2Nn3c(s/c(=C4\C(=O)N(C(C)C)c5ccccc54)c3=O)=NC21 (configuration not stated)	99	112	105	108	111	105	105	108	nt
CC1(O)c2cccc(Sc3ccccc3)c2C(C)(O)c2c(Sc3ccccc3)cccc21 (configuration not stated)	68	94	85	51	91	81	67	83	82
CCOC(=O)c1c2c(n3ccccc13)C(=O)c1ncccc1C2=O	22	38	24	22	21	0.6*	48	11	34
Cc1ccc2c(ccc3ccccc32)n1	104&96	105&105	100&102	103&98	113&128	94&97	90&109	110&107	84&94
COc1ccc(C2=NNC(=O)C3(CCCCC3)C2)cc1	98	113	100	109	100	94	94	102	113

Sorted by heavy-atom count (falling): three of the compounds above.
SMILES	SW-620	HCC-2998	KM12	HCT-15	COLO 205	HCT-116	HT29	NCI-H322M	SNB-75
CCN1C(=O)N(c2ccccc2)C2Nn3c(s/c(=C4\C(=O)N(C(C)C)c5ccccc54)c3=O)=NC21 (configuration not stated)	99	112	105	108	111	105	105	108	nt
CC1(O)c2cccc(Sc3ccccc3)c2C(C)(O)c2c(Sc3ccccc3)cccc21 (configuration not stated)	68	94	85	51	91	81	67	83	82
COc1ccc(C2=NNC(=O)C3(CCCCC3)C2)cc1	98	113	100	109	100	94	94	102	113
